Compound activity (PubChem)
MEKK2 WT-MEK5 – modulators of MEK5 binding to wildtype MEKK2, primary screen, biochemical, multiplex bead flow cytometry, Alexa488-MEK5; actives 1.1% (n = 290,000); Alexa488-MEK5 binding to MEKK2 WT; actives lie on both sides; Mitogen-activated protein kinase kinase kinase 2 (Homo sapiens), Q9Y2U5; binding response (% of control), % at 10 µM; in the data active = binding response below about 67% or above about 130%
OXTR ag – human OXTR agonists, primary screen, fluorescence, CHO-OTR cells, Fluo-8 calcium. Oxytocin receptor (Homo sapiens), P30559. Fluo-8 calcium fluorescence; normalized: DMSO 0%, oxytocin 100%. activation, % at 3 µM. actives 0.32% (n = 320,000). AID 2435, 2010;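 active = activation above the mean of all tested compounds plus 3 SD, cutoff set per screening run, cut at about 20% in these data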;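 also: peak over basal fluorescence ratio from a 100 s FLIPR kinetic read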
Target sequence (P30559 whole entry, looked up): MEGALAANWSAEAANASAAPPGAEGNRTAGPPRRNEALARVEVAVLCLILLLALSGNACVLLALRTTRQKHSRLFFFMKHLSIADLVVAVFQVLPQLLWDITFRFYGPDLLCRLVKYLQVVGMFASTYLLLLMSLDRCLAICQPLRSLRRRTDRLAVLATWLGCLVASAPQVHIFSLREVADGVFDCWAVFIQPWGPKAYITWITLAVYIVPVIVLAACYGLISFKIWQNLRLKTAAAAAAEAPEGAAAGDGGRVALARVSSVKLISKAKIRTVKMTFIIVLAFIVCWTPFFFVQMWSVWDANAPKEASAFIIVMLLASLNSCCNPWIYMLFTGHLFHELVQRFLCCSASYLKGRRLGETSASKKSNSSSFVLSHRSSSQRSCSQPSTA
V1R ag counter – agonists of human V1a receptor, primary screen, counter-screen for OXTR agonist project, fluorescence, CHO-V1R cells | Fluo-8 calcium fluorescence, agonist mode; 0% DMSO, 100% 3 nM vasopressin | activation, % at 3 µM | actives 0.25% (n = 320,000);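 active = activation above the mean activation of all tested compounds plus 3 SD, per screening run, cut at about 20% in these data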;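 also: signal is peak over basal fluorescence ratio across a 100 second FLIPR read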
Target sequence (P37288 whole entry, looked up): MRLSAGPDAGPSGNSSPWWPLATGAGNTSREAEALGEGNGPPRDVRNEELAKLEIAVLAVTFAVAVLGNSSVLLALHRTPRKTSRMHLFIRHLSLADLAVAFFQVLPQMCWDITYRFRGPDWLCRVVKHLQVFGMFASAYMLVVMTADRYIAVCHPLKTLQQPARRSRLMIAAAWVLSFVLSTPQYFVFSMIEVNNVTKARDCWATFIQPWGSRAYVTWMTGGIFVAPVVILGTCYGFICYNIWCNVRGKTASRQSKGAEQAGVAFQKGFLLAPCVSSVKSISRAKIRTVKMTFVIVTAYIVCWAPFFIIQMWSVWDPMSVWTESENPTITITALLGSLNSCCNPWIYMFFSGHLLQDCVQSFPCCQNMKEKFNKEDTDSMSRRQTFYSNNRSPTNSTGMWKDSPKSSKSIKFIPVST
GPR7 antagonist – GPR7 receptor antagonists, primary screen, cell-based, fluorescence, single concentration; Neuropeptides B/W receptor type 1 (Homo sapiens), P48145; inhibition, % at 4.4 µM; AID 1861, 2009; actives 1.1% (n = 290,000); GPR7-expressing cells, fluorescence antagonist assay; in the data active = inhibition above about 16%, passing the limit was not always enough;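 also: cells stimulated with the agonist NPW; 0% = agonist with vehicle and 100% = vehicle without agonist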
GalR3 antag – GalR3 antagonists in HEK293 cells, primary screen, cell-based, fluorescence readout; actives 0.44% (n = 360,000); inhibition, % at 3 µM; HEK293 GalR3-CNG cAMP membrane potential fluorescence; galR3 body fused to GalR1 C-terminus;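 active = inhibition above the screen-wide average plus 3 SD, cut at about 13% in these data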;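 also: forskolin and galanin both at EC90 stimulate the cells; cAMP rise reported by CNG channel membrane potential dye signal; 0% = forskolin plus galanin with DMSO and 100% = forskolin alone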
Target sequence (O60755 1-299 limits assumed): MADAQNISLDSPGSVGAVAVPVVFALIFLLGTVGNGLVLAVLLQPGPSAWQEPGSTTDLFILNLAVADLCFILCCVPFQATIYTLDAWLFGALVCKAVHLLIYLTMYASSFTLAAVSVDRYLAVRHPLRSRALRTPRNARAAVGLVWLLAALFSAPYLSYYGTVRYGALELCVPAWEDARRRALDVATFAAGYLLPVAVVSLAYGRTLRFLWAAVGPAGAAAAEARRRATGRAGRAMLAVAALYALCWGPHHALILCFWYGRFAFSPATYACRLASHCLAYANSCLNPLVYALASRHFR
NALP1 inh – NALP1 inflammasome inhibitors in reconstituted yeast, colorimetric, S. cerevisiae, triplicate retest. S. cerevisiae NALP1/ASC/caspase-1 growth, X-gal OD620, 72 h. inhibition, % at 10 µM. actives 0.61% (n = 280,000). AID 2071, 2009; in the data active = inhibition mostly above about 24%, no sharp cut-off; inactive = mostly below about 32%; also: some compounds called inactive have numbers as strong as hits
M18AAP inhibitor – PfM18AAP inhibitors, malaria aminopeptidase, primary screen, biochemical, QFRET, recombinant enzyme; H-Glu-NHMec fluorogenic cleavage; M18 aspartyl aminopeptidase (Plasmodium falciparum 3D7); actives 1.2% (n = 290,000); inhibition, % at 7.35 µM;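 active = inhibition above the campaign mean inhibition over all tested compounds plus 3 SD, cut at about 28% in these data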;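 also: 0% = plate median of test compound wells and 100% = 2 mM ZnCl2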
OXTR potentiator – human OXTR potentiators, primary screen, fluorescence, CHO-OTR cells, Fluo-8 calcium; Oxytocin receptor (Homo sapiens), P30559; Fluo-8 calcium fluorescence, potentiator mode; 0% = oxytocin EC15, 100% = EC100; activation, % at 3 µM; actives 0.061% (n = 320,000); AID 2445, 2010;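 active = activation above that plate's cutoff, the mean activation of tested compounds plus 3 SD, cut at about 6.6% in these data, passing the limit was not always enough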;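 also: 100% uses oxytocin at 75 nM as the full agonist control; some results filed as inactive read as strong as hits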
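System: human OTR in CHO cells; Also added: sub-maximal oxytocin, roughly EC15; Timing: compound 6 min at room temperature before oxytocin, 100 s read; Technique: Fluo-8 intracellular calcium fluorescence, ex 470-495, em 515-575 nm; Controls: oxytocin EC15 low and EC100 high; Replication: singlicate.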
MEKK2mut PB1 HTS – MEK5 binding signal on mutant MEKK2 PB1, primary screen, biochemical, multiplex bead flow cytometry, Alexa488-MEK5; Alexa488-MEK5 binding to MEKK2 mutant; percent response, % at 10 µM; actives 0.35% (n = 290,000); AID 1530, 2009; in the data active = percent response above about 24%, passing the limit was not always enough; also: inactives centre near 1; some results filed as inactive read as strong as hits
* hit, by the source's call; . = not tested or not shown. An unsorted share of the library. Share with any hit: about 4.1%.

SMILES	MEKK2 WT-MEK5	OXTR ag	V1R ag counter	GPR7 antagonist	GalR3 antag	NALP1 inh	M18AAP inhibitor	OXTR potentiator	MEKK2mut PB1 HTS
CC(NC(=O)CCNS(=O)(=O)c1cccc2nonc12)c1ccccc1 (stereo unspecified)	104	0.0	-0.6	-8	-7	9	3	1	8
COc1ccccc1CC(NC(C)=O)C(=O)NC1CCN(c2nnnn2-c2ccccc2)CC1 (stereo unspecified)	115	0.1	-0.1	2	.	18	1	-2	6
CCOC(=O)C1=C(O)c2ccccc2C(=O)/C1=C\c1ccc(C)cc1	95	2.1	3.6	-3	.	57	6	-7	0
Fc1ccc(Nc2nc(N3CCOCC3)c3ccccc3n2)cc1	109	2.0	1.9	.	-2	14	.	-8	10
CSc1nc2sc3c(c2c(=O)[nH]1)CCc1ccccc1-3	92	-0.5	0.4	0	3	22	-7	-13	-2
O=C(COc1ccccc1Cl)Nc1ccc(Cl)cn1	102	-1.9	-0.6	-10	-3	10	6	-10	0
O=C(c1cnn2c(C(F)F)cc(C3CC3)nc12)N1CCOCC1	99	0.2	0.0	-11	-3	2	4	-8	-3
CCCCCC1NC(=O)NC1CCCCCC(=O)O (stereo unspecified)	98	1.1	0.7	-12	-1	10	1	-4	-2
S=c1[nH]nc(C2CC2c2ccc(Cl)cc2)n1-c1ccc(Cl)cc1 (stereo unspecified)	97	-1.4	-1.0	10	-6	5	11	-6	-2
O=C(N/C(=C\c1ccc(Cl)cc1)C(=O)N1CCOCC1)c1ccco1	99	1.2	1.3	-4	-9	-14	1	0	-3
COc1ccc(NC(=O)c2ccc(S(=O)(=O)N3CCCCCC3)cc2)c(OC)c1	101	-2.8	1.4	-10	-3	.	6	-20	10
Cc1cc(C)c(S(=O)(=O)ON2C(=O)c3ccccc3C2=O)cc1C	104	3.5	0.9	5	-2	7	2	-5	8
O=C(CNS(=O)(=O)c1cccs1)N1CCCC1	111	0.5	0.3	-6	1	9	-3	-14	13
CCC(=O)Oc1ccc(C(=O)Nc2cccc(C(=O)c3ccccc3)c2)cc1	100	1.8	5.0	-13	-4	-14	-4	-11	10
CC(=O)c1cc2c(cc1NC(=O)c1ccc(Cl)cc1)OCCO2	102	0.1	3.4	10	-8	16	2	-19	-1
C=Cn1cc[n+](CC(=O)c2ccc(OC)cc2)c1	99	0.2	7.7	-9	-11	12	1	-8	3
O=C(NCCN1C(=O)S/C(=C\c2ccc(Cl)cc2)C1=O)C1=COCCO1	.	2.0	1.0	.	3	.	.	-3	.
Cn1nc(Cc2cccc3ccccc23)c(C#N)c1N	102	1.4	1.6	.	-8	.	.	-10	-3
COc1ccc(NC(=O)N(C)C[C@H]2Oc3ccc(NC(=O)Cc4ccccc4)cc3C(=O)N([C@H](C)CO)C[C@@H]2C)cc1	.	0.0	0.6	.	-2	.	.	-1	.
Cn1c(=O)c2c(nc(CN3CCOCC3)n2CCCc2ccccc2)n(C)c1=O	101	0.3	0.1	1	-2	-138	4	-9	3
Cc1cc(=O)oc2c(C)c(OCC(=O)N3CCC(C(=O)O)CC3)ccc12	93	2.2	1.5	-7	-4	11	-1	-1	0
COc1ccc(Cl)c(NCCC(=O)O)c1	101	-0.3	-0.5	-8	-6	5	-3	-1	-1
Cc1ccccc1-n1c(O)c(/C=C/C=Nc2ccccc2)c(=O)[nH]c1=O	98	47*	30*	1	6	27	3	-15	1
CCN(C(=O)CSc1cc(C)c2ccc(OC)cc2n1)C1CCS(=O)(=O)C1 (stereo unspecified)	97	0.5	0.5	-12	-5	.	0	-3	-1
O=C(Nc1ccccc1F)c1ccc2c(c1)OCO2	103	-0.8	-0.5	30*	3	18	15	-9	-1
CCn1nc(NS(=O)(=O)c2ccc(NC(C)=O)cc2)c2cc3ccccc3nc21	104	0.7	0.4	-6	5	-2	2	-5	11
O=C(Nc1ccc(N2CCOCC2)cc1)C1CCN(C(=O)OCc2ccccc2)CC1	108	1.6	2.0	-8	-3	.	9	-2	9
CC(C)(C)NC(=O)Cn1nnc(-c2ccccc2NC(=O)c2ccco2)n1	105	0.2	1.1	-12	-2	.	1	-4	12
O=C(CCCn1c(=O)[nH]c2ccsc2c1=O)N1CCN(Cc2ccc3c(c2)OCO3)CC1	98	-0.8	0.3	10	-4	12	9	-11	1
CCCN(CC(=O)Nc1ccc(F)c(F)c1F)C(=O)C1=COCCO1	.	-0.7	0.2	.	-2	.	.	1	.
CCCCOc1ccc(C(=O)Oc2ccc(C)nc2)cc1	106	0.1	1.3	7	-5	28	3	-1	5
CNc1nc(NC#N)nc(SC)n1	101	0.5	0.6	-10	-4	.	-8	3	1
O=c1oc(CCCO)cc2ccccc12	.	0.9	0.4	.	-4	.	.	-5	.
CS(=O)(=O)N(CC(=O)N1CCOCC1)Cc1ccc(Cl)cc1	107	1.5	2.0	-14	-2	.	-2	-11	9
CCOc1ccc(C(C(=O)NCC2CCCO2)N(Cc2cccs2)C(=O)c2snc(C(N)=O)c2N)cc1 (stereo unspecified)	94	5.4	8.5	-9	-6	-2	-13	-13	-7
O=C1C(=O)N2C(=C1C(=O)N1CCCCCC1)c1ccccc1CC21CCCC1	103	-0.8	-0.3	-7	-5	.	4	-7	2
COc1ccc(N(CC(=O)N2c3ccccc3CC2C)S(=O)(=O)c2c(C)noc2C)cc1 (stereo unspecified)	92	-0.9	-1.3	-5	-5	12	3	-7	-4
CN1CCc2c(sc(NC(=O)c3cc4cc([N+](=O)[O-])ccc4s3)c2C(N)=O)C1	92	.	.	1	.	-2	5	.	-2
O=C(Nc1ccc(Cl)c(Cl)c1)N1CCOCC1	100	.	.	-9	-12	-5	-1	.	7
CC1=C/C(=N\OS(=O)(=O)c2ccccc2)C(C(C)C)=CC1=O	92	-1.9	-0.8	44*	.	102*	5	-5	-2
COc1ccc2[nH]cc(C(O)CN3CCN(c4ccccc4)CC3)c2c1 (stereo unspecified)	101	.	.	-2	.	15	5	.	-5
FC(F)(F)c1cccc(OCc2noc(-c3ccsc3)n2)c1	104	-2.8	-0.6	-8	-7	-1	0	2	2
CCOC(=O)COc1ccc(Cl)cc1C1NC(=O)NC(C)=C1C(C)=O (stereo unspecified)	104	-0.1	-0.1	-2	-5	13	0	-8	3
COc1ccc(OC)c(S(=O)(=O)N2CCC(C(=O)NCCc3ccccc3)CC2)c1	104	1.0	2.1	4	-6	3	0	1	3
Cc1cc(C)cc(N2C(=O)CN(Cc3ccccc3)C2=S)c1	108	-0.5	-0.8	-10	-6	8	-14	-7	3
O=C(CN1CCCCCC1)N/N=C/c1cccc(Cl)c1Cl	109	0.2	0.0	-6	-4	24	4	-11	1
Cc1cccc(N(Cc2cc3ccccc3[nH]c2=O)S(=O)(=O)c2ccccc2)c1	97	-0.4	9.4	-6	-2	22	-1	1	-1
COc1ccc(CCC(=O)Nc2cnc3ccccc3c2)cc1	110	0.4	0.5	-13	-6	9	3	0	14
COc1ccccc1C(=O)Nc1cc(C)c(OCC(=O)N2CCOCC2)c(C)c1	101	0.1	0.1	-2	0	9	-19	-4	4
O=C1c2ccccc2NC(c2ccccc2)N1Cc1ccco1 (stereo unspecified)	.	-1.1	-0.4	-2	0	6	5	1	.
Cc1ccc(C(=O)C2CCN(S(=O)(=O)c3ccc(C(=O)O)cc3)CC2)cc1	102	-0.8	0.1	1	4	13	-15	-5	5
CCOc1ccc(Nc2nc(N3CCCCC3)nc(N3CCCCC3)n2)cc1	87	-0.2	0.2	2	-2	16	0	-2	-7
Cc1ccc(N2C(=O)N(CC(=O)Nc3ccc(C)c(C)c3)C(=O)C2C)cc1 (stereo unspecified)	.	1.1	-0.2	.	-2	.	.	-9	.
Cc1ccc2c(c1)N(C(=O)CCC(=O)N1CCc3ccccc3C1)CCO2	100	-1.4	4.3	3	-1	1	-6	-26	2
CC(=O)NC1(C(F)(F)F)C(=O)NC(C)=C1C#N (stereo unspecified)	108	0.9	-0.7	-3	-2	27	6	-1	2
Cc1ccc(-c2csc3ncnc(SCC(=O)Nc4nnc(C)s4)c23)cc1	92	-1.7	-0.5	-3	-3	32	-11	0	-2
O=C(NCCN1CCCC1)C1CC(=O)N(C2CCCCC2)C1 (stereo unspecified)	109	-0.8	0.1	-2	-2	3	7	3	-1
O=C(NCc1ccc2c(c1)OCO2)C1CC(=O)N(c2ccc(F)cc2)C1 (stereo unspecified)	100	-0.7	0.3	0	0	-44	10	-2	-2
Cc1c(/C=N/n2cnnc2)c2ccccc2n1C	112	-0.9	-0.4	10	-5	33	20	-10	7
COC(=O)c1cc(NC(=O)CN2CCN(C(C)=O)CC2)cc(C(=O)OC)c1	96	1.3	0.6	-14	5	-10	-8	-2	-2
Next section.
SMILES	MEKK2 WT-MEK5	OXTR ag	V1R ag counter	GPR7 antagonist	GalR3 antag	NALP1 inh	M18AAP inhibitor	OXTR potentiator	MEKK2mut PB1 HTS
O=C(CSc1nccc(=O)[nH]1)N1N=C2/C(=C/c3ccco3)CCCC2C1c1ccco1 (stereo unspecified)	89	-0.2	0.3	-8	0	11	20	2	-9
CN(C)c1cccc(C(=O)NNC(=O)/C=C/c2cccs2)c1	.	-0.7	0.1	.	-1	.	.	-1	.
COc1ccnc(CSC(N)=Nc2ccccc2C(F)(F)F)c1	94	-0.6	0.8	-5	-4	35	10	-7	-1
O=C(Cn1c(=O)sc2ccccc21)OC(CCl)CCl	84	-2.4	-1.4	-5	-7	6	-6	-11	-4
CC12CCC(C/C1=N\OC(=O)c1c(F)cccc1F)C2(C)C (stereo unspecified)	103	0.6	0.3	18	0	24	-11	4	-5
c1ccc(COc2cccc(CNCc3cccs3)c2)cc1	115	2.8	0.8	3	-3	40	4	-6	42
COc1ccc(NCCNc2ccc(OC)cc2)cc1	104	0.5	1.2	-3	-4	2	0	-1	6
CCN1CCCc2cc(CN(CCN3CCOCC3)C(=S)Nc3ccccc3OC)ccc21	79	-2.0	-1.1	-5	12	-4	11	-13	-20

An excerpt from above with just OXTR ag, NALP1 inh and MEKK2mut PB1 HTS.
Structure	OXTR ag	NALP1 inh	MEKK2mut PB1 HTS
Cc1ccccc1-n1c(O)c(/C=C/C=Nc2ccccc2)c(=O)[nH]c1=O	47*	27	1
CCN(C(=O)CSc1cc(C)c2ccc(OC)cc2n1)C1CCS(=O)(=O)C1 (stereo unspecified)	0.5	.	-1
O=C(Nc1ccccc1F)c1ccc2c(c1)OCO2	-0.8	18	-1
CCn1nc(NS(=O)(=O)c2ccc(NC(C)=O)cc2)c2cc3ccccc3nc21	0.7	-2	11

Entries of single compounds, quoted from the list. Order of screens: MEKK2 WT-MEK5, OXTR ag, V1R ag counter, GPR7 antagonist, GalR3 antag, NALP1 inh, M18AAP inhibitor, OXTR potentiator, MEKK2mut PB1 HTS
CC12CCC(C/C1=N\OC(=O)c1c(F)cccc1F)C2(C)C (stereo unspecified) reads 103, 0.6, 0.3, 18, 0, 24, -11, 4, -5
CN(C)c1cccc(C(=O)NNC(=O)/C=C/c2cccs2)c1 reads ., -0.7, 0.1, ., -1, ., ., -1, .
